Screens: PubChem BioAssay, Broad Institute
RAD52 inh: inhibitors of human RAD52 DNA annealing; P43351; recombinant RAD52 DNA annealing, FRET fluorescence; hit rate 0.46% among 360,000; inhibition, % at 18.7 µM;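 active means every replicate showing at least 50% inhibition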
Target sequence (P43351 whole entry, looked up): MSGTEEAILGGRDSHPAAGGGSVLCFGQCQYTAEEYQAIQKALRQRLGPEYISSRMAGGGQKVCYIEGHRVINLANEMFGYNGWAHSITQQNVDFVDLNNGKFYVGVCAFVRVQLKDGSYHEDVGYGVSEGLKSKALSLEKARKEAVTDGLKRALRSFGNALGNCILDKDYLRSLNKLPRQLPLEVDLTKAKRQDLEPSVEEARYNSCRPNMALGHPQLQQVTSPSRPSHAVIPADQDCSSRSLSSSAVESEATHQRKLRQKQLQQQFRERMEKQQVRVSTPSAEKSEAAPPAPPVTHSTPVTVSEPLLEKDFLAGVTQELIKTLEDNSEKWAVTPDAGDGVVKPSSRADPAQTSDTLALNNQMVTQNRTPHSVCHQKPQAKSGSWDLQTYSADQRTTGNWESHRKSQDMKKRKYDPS
FN deposit inh: fibronectin deposition inhibition | AH1F fibroblasts, Alexa488-fibronectin deposition fluorescence, overnight | inhibition, % at 12.6 µM | hit rate 0.086% among 350,000 | AID 743247;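 active means mean inhibition across replicates of 30% or more, regardless of how many single replicates reach that level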;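 further: positive control wells lacked labelled fibronectin entirely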
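test system = AH1F fibroblasts assembling fluorescent fibronectin matrix | quantity = 10000 AH1F cells per well | buffer or medium = DMEM plus 2% serum, read in PBS | doses = single dose, pinned | incubation = 1 h cell attachment, overnight exposure to compound and label | detection = fluorescence at 485 nm excitation, 525 nm emission | read-out basis = inhibition from reduced deposited-fibronectin fluorescence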
RAD54 branch: RAD54 (human) branch migration inhibition. Q92698. inhibition, % at 10.4 µM. AID 602329. RAD54 Holliday junction branch migration, FAM/BHQ fluorescence. hit rate 0.14% among 360,000;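 active means mean normalized replicate activity at least 40 and at least half of replicates scoring 40 or more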;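 further: 0% = median of neutral control wells and 100% = median of positive control wells; inhibitors cause a drop in the FAM fluorescence signal; in these data hits start at about 50%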
esBAF inh: inhibitors of esBAF chromatin remodeling in mouse ES cells. Bmi1-luciferase knock-in reporter, 24 h; 100% = twice the neutral-well signal. reporter increase, % at 12.5 µM. hit rate 2% among 350,000; in the data active means activation above about 40%;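 further: 0% = median of the plate's neutral control wells and 100% = double that signal; a rise in the Bmi1 reporter signal indicates esBAF inhibition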
XiGFP reactiv: reactivates the inactive X chromosome in mouse fibroblasts. XiGFP mouse fibroblasts, % GFP-positive cells imaging, 3 d; cells co-treated with 5-aza-dC sensitizer; scaled so ellipticine positive control = 100%. activation, % at 7.58 µM. hit rate 0.055% among 360,000. AID 743238;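 active means mean normalized replicate activation at least 10% and every replicate at or above 10%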;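 further: 0% = median of on-plate neutral control wells and 100% = ellipticine 6 µM median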
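System: 68-5-11 XiGFP fibroblast line; Timing: 3 days compound exposure; Compound dosing: one concentration, pinned; Benchmarks: positive control ellipticine, 6 µM final; Buffer or medium: DMEM containing 5-aza-dC.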
EWS-Fli block: EWS/Fli transcriptional activity inhibition. A673 NR0B1-luciferase reporter, viability-normalised. inhibition, % at 12.6 µM. hit rate 0.67% among 350,000;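 active means mean inhibition of at least 50% after viability correction, with every replicate also passing that limit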;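 further: firefly luciferase signal divided by Alamar Blue viability fluorescence both relative to DMSO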
S100A4 inh HTS: blocks human S100A4 binding to myosin IIA peptide. inhibition, % at 10.7 µM. S100A4/TAMRA-MyoIIA peptide fluorescence polarization. P26447. hit rate 0.14% among 360,000;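 active means mean inhibition of at least 70% across replicates, with every replicate also reaching that level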
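Material: S100A4 monomer (human). Medium: Calcium-containing HEPES buffer, pH 7.2. Probe or stimulus: labelled myosin peptide probe, 5 nM. Compound dosing: one concentration per compound. Timing: polarization read 5 min after assay mix addition, stable 5–60 min. Benchmarks: DMSO as neutral control, TFP as positive control.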
E-sel inducer: induces E-selectin expression in human endothelial cells. P16581. AID 686992. hit rate 0.37% among 260,000. activation, % at 7.58 µM. HUVEC E-selectin immunofluorescence imaging; normalized: neutral wells 0, TNF-alpha wells 100;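 active means mean E-selectin-positive cell signal at least 10% of the positive control, reached in at least 60% of replicates, without over 20% cell loss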;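 further: in these data hits start at about 27%; measured in HUVEC primary endothelial cells; signal is the percent of cells scored E-selectin positive by PE staining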
Target sequence (P16581 whole entry, looked up): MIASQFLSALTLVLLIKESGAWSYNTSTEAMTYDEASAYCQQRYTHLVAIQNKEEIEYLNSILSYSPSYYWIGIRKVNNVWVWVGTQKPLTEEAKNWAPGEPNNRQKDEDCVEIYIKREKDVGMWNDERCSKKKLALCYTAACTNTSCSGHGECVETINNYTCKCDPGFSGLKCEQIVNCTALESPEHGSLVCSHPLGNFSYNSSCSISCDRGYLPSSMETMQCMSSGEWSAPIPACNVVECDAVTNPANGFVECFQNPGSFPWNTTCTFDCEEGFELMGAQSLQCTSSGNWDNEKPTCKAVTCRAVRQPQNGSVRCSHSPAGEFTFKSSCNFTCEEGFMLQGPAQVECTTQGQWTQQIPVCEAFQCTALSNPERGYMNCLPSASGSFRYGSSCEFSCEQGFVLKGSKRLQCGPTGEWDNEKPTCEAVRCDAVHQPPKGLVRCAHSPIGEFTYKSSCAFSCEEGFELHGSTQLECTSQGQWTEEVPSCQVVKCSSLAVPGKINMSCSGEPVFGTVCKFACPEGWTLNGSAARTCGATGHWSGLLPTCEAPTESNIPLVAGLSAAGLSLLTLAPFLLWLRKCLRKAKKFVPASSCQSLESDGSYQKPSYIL
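Test system: HUVEC | Signal: Immunofluorescence imaging | Read-out: Percent E-selectin-positive cells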
Starred values were filed as active, the others as inactive; · = not tested or not shown.

SMILES	RAD52 inh	FN deposit inh	RAD54 branch	esBAF inh	XiGFP reactiv	EWS-Fli block	S100A4 inh HTS	E-sel inducer
CC(=O)c1ccc(N(CC(=O)NC2CCCC2)C(=O)c2ccc(C)s2)cc1	-7	-8	0	-4	0.0	-10	-4	·
C[C@H](CO)N1C[C@H](C)[C@@H](CN(C)C(=O)c2cccnc2)Oc2cc(-c3cccc(C#N)c3)ccc2S1(=O)=O	-17	8	4	-4	-1.1	0	-2	0.0
CC(C)CC#Cc1ccc2c(c1)O[C@H](CN(C)CC1CC1)[C@H](C)CN([C@@H](C)CO)S2(=O)=O	17	·	2	-13	-0.7	0	10	-0.3
COc1ccc(C(=O)N2CCN(c3ccc(NC(=O)c4ccco4)cc3)CC2)cc1	-4	3	1	-6	-0.1	5	2	-0.3
Cc1ccccc1C(=O)N1CCN(c2ccc(NC(=O)c3ccco3)cc2)CC1	-18	-2	7	4	0.3	-13	-6	-0.2
O=C(C[C@@H]1CC[C@@H]2[C@H](COC[C@H](O)CN2C(=O)Nc2ccc(C(F)(F)F)cc2)O1)NC1Cc2ccccc2C1	-2	-4	-10	2	0.1	23	2	0.2
CCC[C@H]1CN(c2ccc(Br)cc2)C(=O)[C@@H]1CC(=O)Nc1ccc(OC)cc1	-11	-3	0	-5	0.0	1	-3	0.1
COc1ccccc1NC(=O)N[C@H]1CC[C@H](CCNC(=O)Cc2ccccn2)O[C@@H]1CO	-17	1	-3	-2	0.3	1	-3	-0.1
NS(=O)(=O)c1cccc(C(=O)OCC(=O)NC2CCCc3ccccc32)c1 (stereo unspecified)	-2	-1	-4	-6	0.4	-11	0	0.2
Cc1ccc(C(=O)Nc2ccc3c(c2)CCC3)cc1S(=O)(=O)N1CCOCC1	-17	7	4	62*	0.3	-55	-3	-6.8
CCO/C=C1/C(=O)N(c2ccc(OC)cc2)C(=O)c2ccccc21	-16	-2	-5	7	0.5	5	-3	1.6
CCC(C)[C@H](NC(=O)N1CC(=O)Nc2ccccc21)C(=O)Nc1nccs1 (stereo partly specified)	-8	-7	12	4	0.0	4	-1	·
CCCCCc1ccc(-c2cn(CN3C(=O)c4ccccc4C3=O)nn2)cc1	-18	-10	3	5	0.0	-3	-1	-0.1
Cc1oc2c(C)c3oc(=O)c(CCC(=O)NCCCN4CCOCC4)c(C)c3cc2c1C	20	·	22	13	·	-10	3	·
CCCc1nnc(NC(=O)CCC(=O)N2CCCCC2)s1	-10	-16	0	10	0.2	·	-8	·
COc1ccccc1-n1c(=S)[nH]c2c(sc(=S)n2-c2ccccc2C)c1=O	11	-5	·	·	0.0	4	14	3.4
CN=C(c1ccc([N+](=O)[O-])cc1)N1CCCCC1	-6	8	-11	-7	-0.1	6	-5	·
O=C(C[C@@H]1CC[C@H]2[C@@H](COC[C@H](O)CN2S(=O)(=O)c2ccc(F)cc2)O1)NCC1CCCCC1	89*	-5	6	2	0.2	7	-25	-0.1
CNC(=O)C[C@@H]1CC[C@@H]2[C@H](COc3ccc(NC(=O)Nc4ccc(F)c(F)c4)cc3C(=O)N2C)O1	3	-8	-11	1	0.3	-8	24	0.0
CSc1ccc(CN2CCC(C)(Oc3ccc(CC#N)cc3)C2)cc1 (stereo unspecified)	-19	2	-10	-5	-0.1	0	-1	-0.4
CCC(=O)N(C)C[C@@H]1Oc2cc(C#CCN(C)C)ccc2S(=O)(=O)N([C@H](C)CO)C[C@@H]1C	2	2	0	0	-0.7	-11	-10	-0.3
COc1ccc(CN2CCCC(C(=O)c3ccc4c(c3)OCO4)C2)c(F)c1 (stereo unspecified)	2	4	-5	3	0.1	·	-4	·
COc1ccc(C=O)c(OC)c1	-14	-15	10	-6	0.2	0	-3	·
COC(=O)C1C(c2ccccc2)C(C(=O)O)C1c1ccccc1 (stereo unspecified)	-22	-5	-1	16	0.1	4	-2	·
Cc1nnc(SCC(=O)Nc2cccnc2Cl)s1	-1	1	·	·	0.2	-2	0	-0.1

Next part (three carried over from the part before).
SMILES	RAD52 inh	FN deposit inh	RAD54 branch	esBAF inh	XiGFP reactiv	EWS-Fli block	S100A4 inh HTS	E-sel inducer
COc1ccc(C=O)c(OC)c1	-14	-15	10	-6	0.2	0	-3	·
COC(=O)C1C(c2ccccc2)C(C(=O)O)C1c1ccccc1 (stereo unspecified)	-22	-5	-1	16	0.1	4	-2	·
Cc1nnc(SCC(=O)Nc2cccnc2Cl)s1	-1	1	·	·	0.2	-2	0	-0.1
Cc1nc(SCc2ccc(Cl)c(Cl)c2)ncc1C(=O)O	-18	·	·	-9	0.0	-3	-6	·
Cc1nn2c(=O)cc(CSCC(=O)Nc3ccccc3Cl)nc2s1	-12	20	11	5	0.0	-6	-8	·
Cc1cc(C(=O)N2CCCC(N3CCN(c4cccc(C(F)(F)F)c4)CC3)C2)no1 (stereo unspecified)	-7	-3	-3	-8	-0.1	·	8	-0.2
Cn1nc(C(=O)Nc2cc(Cl)ccc2N2CCCC2)c2ccccc2c1=O	45	-11	-26	-11	0.2	1	0	-0.4
Cc1ccc(S(=O)(=O)N(C)C[C@H]2Oc3ccc(NC(=O)CCCN(C)C)cc3C(=O)N([C@@H](C)CO)C[C@H]2C)cc1	0	-2	21	-4	-0.7	-5	2	-2.9
O=C(c1ccc2c(c1)OCO2)N1CC2(C1)[C@@H](c1ccccc1)[C@@H](CO)N2C(=O)C1CCC1	-10	·	·	·	0.2	-2	8	0.0
CCn1c(=O)n(CC)c2cc(N)ccc21	12	-3	·	·	-0.1	11	-43	-1.9
CCOc1cc(N2CCOCC2)c(OCC)cc1NC(=O)c1ccc(C)s1	-12	5	·	·	0.0	13	-10	·
COc1cc(-c2ccc(Nc3ccccc3C(=O)O)c(OC)c2)ccc1Nc1ccccc1C(=O)O	-18	-9	-34	-1	0.1	-25	-3	-0.3
C[C@@H]1CN([C@H](C)CO)C(=O)c2cccc(NC(=O)c3ccc(-c4nccs4)cc3)c2O[C@@H]1CN(C)S(=O)(=O)c1ccccc1	-9	·	-4	6	-1.0	-14	8	0.9
CC(C)[C@H](NC(=O)N1CCn2c1nc1ccccc12)C(=O)NCc1ccco1	-16	-2	1	0	0.2	-5	-3	·
Cc1ccc(/C=C2\SC(=S)N(CCC(=O)Nc3ccc(O)cc3)C2=O)cc1	-11	-8	-4	11	-0.1	1	-1	0.0
COc1ccccc1-c1cn(CC[C@@H]2CC[C@H](NC(=O)CCN3CCCCC3)[C@@H](CO)O2)nn1	-1	-4	6	1	-0.2	4	3	-0.3
N=C1CCCC1C(=S)SCCC(N)=O (stereo unspecified)	-5	4	-14	-5	0.0	6	-2	·
O=C(Nc1ccccc1F)N1CC(=O)N2[C@H](CO)[C@H](c3ccc(C#Cc4ccccc4)cc3)[C@H]2C1	0	·	·	·	0.0	-14	-3	-0.2
O=C(NCCc1ccco1)C(=O)NCC1CCCN1S(=O)(=O)c1ccccc1 (stereo unspecified)	-74	10	-9	·	0.0	44	0	0.1
CSc1ncccc1C(=O)N(C)CC(=O)Nc1ccc(Cl)cc1	1	2	-4	-2	0.0	-5	1	·
COc1ccc(NC(=O)N2CC[C@@H]3[C@H]2c2cc(Br)ccc2N(C)[C@@H]3CO)cc1	-5	-10	2	5	0.0	-22	-1	0.3
CCN(CC(=O)Nc1ccc(NC(C)=O)cc1)C(=O)CN1C(=O)NC2(CCCC2)C1=O	-4	-11	5	-3	-0.1	-1	-4	2.0
CC(OC(=O)c1cc2ccccc2cc1O)C(=O)Nc1ccc(S(N)(=O)=O)cc1 (stereo unspecified)	-2	8	-1	-1	1.0	9	-3	1.0
C[C@@H]1CN([C@H](C)CO)C(=O)c2cc(NS(=O)(=O)c3cn(C)cn3)ccc2O[C@@H]1CN(C)CC1CC1	9	·	2	-5	0.0	-13	4	-0.2
CO[C@@H]1CN(C)C(=O)c2cc(NC(=O)C3CCC3)ccc2OC[C@@H](C)N(Cc2ccncc2)C[C@H]1C	9	12	4	5	-0.1	3	1	-0.1
CCOC(=O)C1CCN(C(=O)COC(=O)/C=C/c2cccc(OC)c2OC)CC1	-9	5	-2	-5	0.0	14	-18	-1.5
COc1ccc(S(=O)(=O)N2C[C@@H](O)COC[C@H]3O[C@H](CC(=O)NCCN4CCCCC4)CC[C@@H]32)cc1	·	4	3	0	0.1	·	·	0.0
CC(C)CC#Cc1ccc2c(c1)O[C@@H](CN(C)C(=O)C1CCCCC1)[C@@H](C)CN([C@@H](C)CO)S2(=O)=O	-3	8	-6	0	0.0	13	8	-1.2

Next section.
SMILES	RAD52 inh	FN deposit inh	RAD54 branch	esBAF inh	XiGFP reactiv	EWS-Fli block	S100A4 inh HTS	E-sel inducer
COc1ccccc1NC(=O)N1C[C@@H]2[C@H](c3ccccc31)[C@H](CO)N2C(=O)C1CCCC1	-1	-6	-1	2	0.0	0	2	0.1
COc1cccc(CN2CCN(S(=O)(=O)c3ccc(Br)cc3)CC2)c1	0	·	-2	2	·	7	2	·
C[C@@H]1CN([C@@H](C)CO)S(=O)(=O)c2ccc(-c3ccc(C#N)cc3)cc2O[C@@H]1CN(C)C	17	·	-8	-3	-1.6	-6	-4	-0.1
Cc1ccc(O)c(NC(=S)NC(=O)c2ccccc2Cl)c1	-13	-17	·	·	0.0	-13	-9	·
Cc1cc(OC(=O)c2ccc(S(=O)(=O)N3CCOCC3)cc2)c([N+](=O)[O-])c(=O)[nH]1	-6	15	·	·	0.0	2	-3	·
CC(C)NC(=O)NCC[C@@H]1CC[C@H](NC(=O)CN(C)C)[C@@H](CO)O1	2	5	-2	8	-0.5	2	12	0.3
Cc1ccc(S(=O)(=O)Cc2ccc(C(=O)N3CCC(C(N)=O)CC3)o2)cc1	-10	-1	-4	-3	0.1	-5	12	·
CCOC(=O)C(NC(=O)CC)(Nc1ccccc1)C(F)(F)F (stereo unspecified)	·	6	-8	-7	0.1	·	·	0.4
CCOc1ccc(N(CC(=O)N2CCN(c3ccccc3OC)CC2)S(=O)(=O)c2ccc(F)cc2)cc1	-9	·	9	0	-0.1	·	-4	1.1
O=C(CN1CCN(C(=O)c2ccc(-c3nc4ccccc4s3)o2)CC1)Nc1ccccc1Cl	-16	-6	2	·	0.0	-36	-9	4.8
CCc1nnc(NC(=O)CSc2nnc(-c3ccc(S(=O)(=O)N(CC)CC)cc3)n2CC)s1	-10	·	0	2	·	·	4	·
O=C(NC1CCCC1)N1CC(=O)N2[C@H](C1)[C@@H](c1ccc(/C=C/c3ccccc3)cc1)[C@@H]2CO	1	·	·	·	0.3	-5	-14	1.4
CCCCOCCCNC(=O)CN1C(=O)c2ccccc2C1=O	-10	·	-2	-5	·	5	-3	·

Some of the entries so far, with two lines to a compound.
Under each structure: RAD52 inh, FN deposit inh, RAD54 branch, esBAF inh, XiGFP reactiv, EWS-Fli block, S100A4 inh HTS, E-sel inducer
Cc1ccc(S(=O)(=O)Cc2ccc(C(=O)N3CCC(C(N)=O)CC3)o2)cc1
→ -10, -1, -4, -3, 0.1, -5, 12, ·
CCOC(=O)C(NC(=O)CC)(Nc1ccccc1)C(F)(F)F (stereo unspecified)
→ ·, 6, -8, -7, 0.1, ·, ·, 0.4
CCOc1ccc(N(CC(=O)N2CCN(c3ccccc3OC)CC2)S(=O)(=O)c2ccc(F)cc2)cc1
→ -9, ·, 9, 0, -0.1, ·, -4, 1.1
